Source: PubChem BioAssay (several laboratories)
HEK293 NOD2/NF-kB = NOD2 signaling inhibitors, cell-based, luminescence, uHTS, HEK293 (AID 1566). HEK293 NOD2/NF-kB luciferase reporter, luminescence; higher % means a stronger effect. inhibition, % at 4 µM; hits with a dose series show EC50 in µM. 0.63% of 290,000 active; further: many of its hits are not listed in these tables
AID2073 = disruptors of CaV2.2 binding to Mint1 – biochemical, HTRF (AID 2073). inhibition, % at 20 µM; hits with a dose series show IC50 in µM. HTRF protein-protein interaction, Mint1-CaV2.2; higher % means a stronger effect. 0.19% of 290,000 active; in the data active means inhibition mostly above about 51%, no sharp cut-off; inconclusive means no clear call, values can overlap the other calls; inactive means mostly below about 53%; further: some results filed as inactive read as strong as hits
LYP phosphatase = inhibitors of LYP phosphatase, biochemical, fluorescence intensity, uHTS (AID 1779); recombinant LYP phosphatase, fluorescence intensity; higher % means a stronger effect; inhibition, % at 11.5 µM, or IC50 in µM where a hit was titrated; 0.054% of 290,000 active;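 further: plate controls were vehicle with enzyme for no effect and no enzyme for full effect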
Myeloid diff MLP = promotes myeloid progenitor differentiation; 1% of 360,000 active; calls only at 10 µM; ER-HoxA9 myeloid progenitors, lysozyme-GFP differentiation, flow cytometry;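 active means normalized GFP-positive differentiation at or above the plate's own cutoff, the solvent-only control mean plus 3 SD; inconclusive means no clear call, values can overlap the other calls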;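 further: cells exposed to compound for four days before flow analysis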
HIV peptide binding = cell-free HIV fusion peptide-binding blockers – biochemical, uHTS, fluorescence dequenching, primary screen (AID 1986). cell-free peptide binding, fluorescence dequenching, 30 min; higher % means a stronger effect. inhibition, % at 20 µM; hits with a dose series show IC50 in µM. 0.3% of 290,000 active; in the data active means inhibition mostly above about 52%, no sharp cut-off; inactive means mostly below about 76%; further: some results filed as inactive read as strong as hits
SIAH1 antagonists = blockers of Siah-1 interaction with plectin peptide – biochemical, fluorescence polarization, rhodamine-plectin, uHTS, primary screen (AID 1817); Siah-1 / rhodamine-plectin peptide fluorescence polarization; higher % means a stronger effect; displacement, % at 20 µM, or IC50 in µM where a hit was titrated; 0.02% of 290,000 active;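 active means displacement of at least 50% at 20 µM, with a fluorescence ratio check between 0.3 and a set limit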;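 further: plate controls were Siah plus tracer with DMSO for no effect and tracer alone without Siah for full effect; strong numbers were not always called active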
XIAP displacement = XIAP antagonists, biochemical, IAP family, fluorescence polarization (AID 1018); XIAP BIR domain, fluorescence polarization peptide displacement; higher % means a stronger effect; displacement, % at 20 µM, or IC50 in µM where a hit was titrated; 0.007% of 200,000 active; in the data active means displacement above about 50%; further: a part of the inactive calls stands beside numbers as strong as those of hits
Dengue-2 NS5 capping = flavivirus cap methylation enzyme inhibition – biochemical, confirmation dose response, primary screen (AID 588689) | Dengue-2 NS5 methyltransferase capping enzyme assay, biochemical; higher % means a stronger effect | one-dose inhibition, % at 25 µM; IC50 in µM for titrated hits | 0.3% of 340,000 active; in the data active means a potency from the dose series; inconclusive means inhibition above about 29% without an active follow-up result
Lipid droplet = modulators of hepatic lipid droplet formation. AML12 mouse hepatocytes, oleate lipid droplets, BODIPY imaging. 0.4% of 240,000 active. AID 1656. inhibition, % at 6.5 µM;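 active means lipid droplet intensity inhibited by at least 50%, with more than 500 cells counted; inconclusive means wells with under 300 cells, treated as cytotoxic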
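Assay system: AML12 mouse liver cells | Compound: 6.5 µM single-point dosing | Schedule: Overnight exposure | Technique: Fluorescence imaging, 20x objective, two fields per well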
Lipid droplet cells 6.5 µM = recorded beside Lipid droplet, whose call it bears; cell count; measured here: cell count, cytotoxicity flag;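 cells counted across two imaged fields per well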
Dengue-2 NS5 capping pilot replicate = further read-out of Dengue-2 NS5 capping, marked with its call; inhibition, %; measured here: pilot screen replicate inhibition
Myeloid diff MLP GFP+ MAC1+ % = second read-out of Myeloid diff MLP, no call of its own (marks repeat the call); GFP+ MAC1+ double positive, %; measured here: differentiation confirmed by MAC1 staining
* hit, by the source's call; i = inactive; ? = inconclusive; · = not tested or not shown. Unless noted, no stated cut-off is given here; in the data, active means inhibition above about 50%; inactive means the rest. The list is partial, so the mix of outcomes need not match the whole.

SMILES | HEK293 NOD2/NF-kB | AID2073 | LYP phosphatase | Myeloid diff MLP | Myeloid diff MLP GFP+ MAC1+ % | HIV peptide binding | SIAH1 antagonists | XIAP displacement | Dengue-2 NS5 capping | Lipid droplet | Lipid droplet cells 6.5 µM | others
CC(CN1CCCCCC1)C(=O)NN (configuration not stated) | -2% | -2% | -2% | i | 0.9 | -1.7% | -6% | 0.4% | -5% | 15 | 685
C=CCNC(=O)CN1C2CCCC1CC(NC(=O)c1ccccc1C)C2 (configuration not stated) | -6% | 14% | -5% | i | 0.5 | -0.1% | -5% | -4.0% | -4% | -3 | 791
CCC(C)[C@H](NC(=O)NCc1ccc(Cl)cc1)C(=O)OC (some centres not stated) | 12% | 7% | -3% | · | · | 1.5% | 1% | 0.9% | -8% | · | ·
COc1ccc(C/C(C)=N/NC(=S)Nc2ccccc2F)cc1 | -48% | -2% | -2% | i | 0.1 | -2.6% | -6% | -12% | 5% | 2 | 739
Cc1ccccc1CNC1CCCCC1 | 9% | 20% | -1% | i | 0.5 | -0.1% | 7% | -2.8% | -2% | -6 | 739
O=C(NC12CC3CC(CC(C3)C1)C2)c1cccnc1Cl | 11% | 4% | 4% | i | 0.4 | 1.0% | -2% | · | -5% | -15 | 776 | Dengue-2 NS5 capping pilot replicate=1.2
CCSc1cc(N2CCCC2)nc(-c2ccccc2)n1 | 18% | -2% | -8% | i | 0.7 | 1.7% | -5% | -1.5% | 9% | -7 | 787
Cn1c(SCC(=O)NCc2ccco2)nnc1-c1cccs1 | -8% | 5% | 4% | i | 0.8 | 2.4% | -2% | -1.0% | -8% | -5 | 722
COc1ccc(NCc2ccc([N+](=O)[O-])s2)cc1 | -2% | -8% | -2% | ? | · | 8.5% | 20% | -3.4% | -5% | -29 | 592
CCc1ccc(NC(=S)NC(=O)c2c(-c3ccccc3Cl)noc2C)cc1 | 9% | -1% | 1% | i | 0.4 | 0.2% | 3% | · | -8% | -7 | 719
O=C(CSCc1c(F)cccc1Cl)NCCc1ccccc1 | 0% | 5% | -10% | i | 0.6 | -1.2% | 0% | · | -5% | -1 | 819
CCOc1ccc(N2C(=O)CC(Sc3nc(CC(C)C)ccc3C#N)C2=O)cc1 (configuration not stated) | -113% | 23% | 12% | i | 0.4 | 14% | -2% | -0.9% | 1% | 6 | 675
Cc1ccc(C(=O)NC2CCCCCC2)cc1S(=O)(=O)N1CCOCC1 | -5% | 10% | 1% | ? | · | 0.3% | -1% | · | -5% | -1 | 669
CSc1ccc(NC(=O)N2CC=C(n3c(=O)[nH]c4ccccc43)CC2)cc1 | 10% | -13% | -5% | i | 3.0 | 0.3% | 0% | -3.7% | 0% | 26 | 762
CC(=O)NC1(c2nnnn2CCOC(=O)Nc2ccc(Cl)cc2)CCCCC1 | 10% | -7% | -5% | i | 0.7 | 0.2% | -2% | -15% | 2% | · | ·
COc1ccc(C(CC(=O)c2ccccc2)C2CCCCC2=O)cc1 (configuration not stated) | -9% | -1% | 2% | i | 1.2 | -1.2% | 3% | -2.2% | -3% | 5 | 719
COc1ccccc1NC(=O)COc1ccc(/C=N/NC(=O)c2cccnc2)cc1 | -24% | 7% | 0% | i | 1.2 | -0.5% | -2% | · | -8% | -9 | 842
Fc1cccc(NC(=S)N2CCCC2)c1 | 18% | -7% | -6% | i | 0.2 | 1.5% | 4% | -3.7% | -5% | -4 | 531
Nc1nc(NCc2ccco2)nc(NC2CCCCC2)c1[N+](=O)[O-] | 24% | 19% | -4% | i | 0.2 | -1.0% | 11% | · | · | -6 | 689
O=C1c2oc3ccccc3c(=O)c2C(c2ccccn2)N1Cc1ccccc1 (configuration not stated) | -5% | 2% | 4% | i | 0.5 | 0.9% | 13% | -0.1% | -3% | 1 | 689
CS(=O)(=O)N1CCc2cc(-c3csc(NC(=O)Cc4cccs4)n3)ccc21 | 38% | 5% | -10% | i | 9.4 | 2.5% | -2% | -11% | -14% | 6 | 716
CSc1nc2sc3c(c2c(=O)[nH]1)CC(C)(C)OC3 | 5% | 9% | -1% | i | 1.2 | 0.3% | 0% | · | 8% | 10 | 793
CCOC(=O)C1CCCN(Cc2nc(N)nc(Nc3ccc(OC)cc3)n2)C1 (configuration not stated) | 13% | -7% | -3% | i | 0.8 | -2.0% | 5% | 1.0% | -4% | -2 | 763
O=C(Cn1[nH]c(=O)c2ccccc2c1=O)Nc1cccnc1 | 5% | -4% | -8% | i | 0.2 | 0.7% | -3% | -2.6% | -2% | 8 | 716
Cn1c(NC(=O)C[n+]2cc(-c3ccc(F)cc3)n3c2CCC3)cc(=O)n(C)c1=O | -6% | 0% | 2% | i | 0.6 | 1.9% | -2% | -15% | -6% | 16 | 607
COc1ccc(C(=O)NCc2cccnc2)cc1Br | 2% | 48% | -4% | i | 0.2 | 0.8% | 5% | -5.3% | 3% | 15 | 808
Cc1nn(-c2cc(N3CCOCC3)ccc2[N+](=O)[O-])c(=O)c2ccccc12 | 2% | -7% | -2% | i | 9.6 | -1.6% | 2% | -13% | 3% | 6 | 775
CCC(C)NC(=O)C1c2ccccc2C(=O)N1Cc1ccccc1 (configuration not stated) | 9% | 1% | -6% | i | 0.5 | 1.1% | 5% | · | 1% | -2 | 826
COc1ccc(CCNc2oc(COc3ccccc3F)nc2C#N)cc1 | -9% | 9% | 6% | i | 0.5 | 2.6% | -5% | -3.6% | -2% | -32 | 682
COc1ccc(C2CC(c3ccccc3)n3nc(NC(=O)c4cccs4)nc3N2)cc1 (configuration not stated) | -4% | 2% | 3% | i | 1.7 | -3.4% | -2% | -9.4% | -21% | -7 | 754

Reprinted from the part before: 7 compounds, followed by the next part.
SMILES | HEK293 NOD2/NF-kB | AID2073 | LYP phosphatase | Myeloid diff MLP | Myeloid diff MLP GFP+ MAC1+ % | HIV peptide binding | SIAH1 antagonists | XIAP displacement | Dengue-2 NS5 capping | Lipid droplet | Lipid droplet cells 6.5 µM | others
O=C(Cn1[nH]c(=O)c2ccccc2c1=O)Nc1cccnc1 | 5% | -4% | -8% | i | 0.2 | 0.7% | -3% | -2.6% | -2% | 8 | 716
Cn1c(NC(=O)C[n+]2cc(-c3ccc(F)cc3)n3c2CCC3)cc(=O)n(C)c1=O | -6% | 0% | 2% | i | 0.6 | 1.9% | -2% | -15% | -6% | 16 | 607
COc1ccc(C(=O)NCc2cccnc2)cc1Br | 2% | 48% | -4% | i | 0.2 | 0.8% | 5% | -5.3% | 3% | 15 | 808
Cc1nn(-c2cc(N3CCOCC3)ccc2[N+](=O)[O-])c(=O)c2ccccc12 | 2% | -7% | -2% | i | 9.6 | -1.6% | 2% | -13% | 3% | 6 | 775
CCC(C)NC(=O)C1c2ccccc2C(=O)N1Cc1ccccc1 (configuration not stated) | 9% | 1% | -6% | i | 0.5 | 1.1% | 5% | · | 1% | -2 | 826
COc1ccc(CCNc2oc(COc3ccccc3F)nc2C#N)cc1 | -9% | 9% | 6% | i | 0.5 | 2.6% | -5% | -3.6% | -2% | -32 | 682
COc1ccc(C2CC(c3ccccc3)n3nc(NC(=O)c4cccs4)nc3N2)cc1 (configuration not stated) | -4% | 2% | 3% | i | 1.7 | -3.4% | -2% | -9.4% | -21% | -7 | 754
CCN(CC)C(=O)CN1C(=O)/C(=C/c2ccccc2)SC1=S | 7% | -6% | 1% | i | 0.3 | 4.7% | 0% | · | -10% | -17 | 651
Cc1c(C)c2ccc(OCC(=O)NC3CCN(Cc4ccccc4)CC3)cc2oc1=O | 12% | 8% | -12% | i | 0.8 | 8.0% | 0% | · | -1% | 36 | 624
COc1ccc(OC)c(C2C3=C(COC3=O)Nc3cc4c(cc32)OCO4)c1 (configuration not stated) | -24% | 25% | -9% | ? | · | -3.6% | 1% | 0.2% | -7% | · | · | Dengue-2 NS5 capping pilot replicate=3.3
CC(=O)c1cccc(N(C(=O)c2ccccn2)C(C(=O)NC2CCCCC2)c2cccs2)c1 (configuration not stated) | -15% | 4% | -3% | i | 1.8 | -0.1% | 0% | -7.4% | -4% | -18 | 673
CC(C)CN1C(=O)N(c2ccc(Cl)cc2)C(C)(O)CC1(C)C (configuration not stated) | 11% | 2% | -1% | i | 0.1 | -0.5% | -1% | · | 0% | 6 | 410
CCS(=O)(=O)N1CCC(C(=O)NCCN2CCOCC2)CC1 | 3% | 4% | -4% | i | 1.3 | -2.1% | 2% | -3.2% | -4% | -4 | 744
CC1(C)Cc2c(cnn2-c2ccccc2)C(NC(=O)CCN2CCCC2=O)C1 (configuration not stated) | -1% | -3% | -7% | i | 0.0 | 0.0% | 0% | · | 6% | -6 | 664
O=C(CSc1nnc(CNC(=O)c2c(F)cccc2Cl)o1)NCc1ccc(F)cc1 | 7% | 4% | -9% | ? | · | -0.8% | 0% | · | 9% | -5 | 715
CCOC(=O)C(=NCCCN(C)C)NNc1ccc(Br)cc1 | -45% | 3% | 3% | i | 0.3 | 1.4% | 3% | -14% | -2% | -6 | 584
CCN1CCN(C(=O)CN(C)S(=O)(=O)c2cc(C)ccc2OC)CC1 | 6% | 14% | -6% | i | 0.4 | 1.6% | 1% | -4.5% | · | 21 | 671
Cc1nc2ncnn2c(C)c1CCC(=O)NC(C)CCc1ccco1 (configuration not stated) | 11% | 8% | -8% | i | 0.8 | 0.7% | 1% | -5.2% | -3% | · | · | Dengue-2 NS5 capping pilot replicate=-3.9
CC(C)c1cc(C(=O)O)n(-c2ccccc2)n1 | 7% | -3% | 2% | i | 3.7 | 2.9% | 0% | -4.1% | -3% | 18 | 829
Cc1ccc2cccc(OCCCOc3ccccc3F)c2n1 | 2% | 24% | -7% | i | 0.3 | -0.8% | 2% | · | · | -3 | 781
O=C1C(=O)N(CCc2c[nH]c3ccccc23)C(c2cccnc2)/C1=C(/O)c1ccccc1 (configuration not stated) | -6% | 1% | -1% | · | · | -0.9% | -2% | -12% | · | -3 | 653
Cc1nnc2ccc(N3CCCCC3)nn12 | 4% | 1% | 1% | i | 0.8 | -0.4% | 3% | · | -2% | -12 | 774
Cc1nc(C(=O)NCC(=O)c2ccccc2)c(C(F)(F)F)o1 | 18% | ? | -8% | i | 0.4 | -1.0% | -4% | · | -5% | -6 | 754
